# Compound activity from PubChem BioAssay.
# Sm TGR block = qHTS Assay for the Inhibitors of Schistosoma Mansoni Peroxiredoxins; Schistosoma mansoni thioredoxin glutathione reductase (TGR), Q962Y6; purified TGR, DTNB reduction, TNB absorbance 405 nm; Potency, µM (titrated, usually from 114 µM), for inactives: at the top dose activity change, negative = inhibition, most hits filed as inhibitors; actives 3% (n = 360,000); AID 485364, 2010; further: potency means the concentration at half of the fitted maximal effect; on the % scale 0 is the no-effect control and ±100 the full control effect; nearly all actives have a fitted effect of over 60% in size
#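 First, TGR (20 nM dispensed) and NADPH were mixed with compound. Second, a 15 min room-temperature incubation followed. Third, further NADPH and then DTNB were added to start the reaction. Finally, TNB absorbance was monitored kinetically.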
# Cycloheximide cs = Cycloheximide Counterscreen for Small Molecule Inhibitors of Shiga Toxin; max response, %; actives 12% (n = 300,000); AID 2314, 2010; cell reporter, cycloheximide protein synthesis inhibition counterscreen; in the data active means max response mostly above about 13%, no sharp cut-off; inactive means mostly below about 14%; further: read at 38.3 µM for the half of the compounds with a filed dose; 0% is about no effect
# Pf growth 96h = Primary qHTS for delayed death inhibitors of the malarial parasite plastid, 96 hour incubation; Potency, µM (highest dose often 28.7 µM), for the others: at the top dose activity change, negative = inhibition, actives largely listed as inhibitors; AID 504834, 2011; actives 6.9% (n = 320,000); P. falciparum luciferase reporter growth, 96 h; further: potency means the concentration at half of the fitted maximal effect; on the % scale 0 is the no-effect control and ±100 the full control effect
#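 Parasite growth measured via integrated firefly luciferase reporter in P. falciparum. Infected erythrocytes at 2% hematocrit, 0.05% parasitemia final were treated 96 hours at 37 C under 5% CO2, and luminescence was read.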
# Pf growth 48h = Primary qHTS for delayed death inhibitors of the malarial parasite plastid, 48 hour incubation; P. falciparum luciferase growth in erythrocytes, 48 h; Potency, µM (titrated, usually from 28.7 µM), without a hit: at the top dose activity change, negative = inhibition, most hits filed as inhibitors; actives 5.9% (n = 310,000); AID 504832, 2011; further: potency means the concentration at half of the fitted maximal effect; on the % scale 0 is the no-effect control and ±100 the full control effect
#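 Here the parasites carry a stable luciferase gene and grow inside erythrocytes in Albumax-based RPMI medium with compound for one erythrocytic cycle. Activity is scored as loss of luminescent signal.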
# Shiga inhibitor = A qHTS for Small Molecule Inhibitors of Shiga Toxin | Vero cells, Shiga toxin protein synthesis inhibition reporter | AID 2315, 2010 | inhibition, % at 38.7 µM | actives 9.2% (n = 290,000); in the data active means inhibition mostly above about 28%, no sharp cut-off; inactive means mostly below about 43%; further: 0% is about no effect
# FBPA Giardia inh = qHTS Assay for Inhibitors of Fructose-1,6-bisphosphate Aldolase from Giardia Lamblia; Potency, µM (top dose mostly 59.6 µM), for inactives: at the top dose activity, negative = inhibition, actives largely listed as inhibitors; purified Giardia FBPA; AID 2451, 2010; A8B2U2; actives 0.71% (n = 290,000); further: potency means the concentration at half of the fitted maximal effect; on the % scale 0 is the no-effect control and ±100 the full control effect; nearly all actives have a fitted effect of over 55% in size
# Target sequence (A8B2U2 whole entry, looked up): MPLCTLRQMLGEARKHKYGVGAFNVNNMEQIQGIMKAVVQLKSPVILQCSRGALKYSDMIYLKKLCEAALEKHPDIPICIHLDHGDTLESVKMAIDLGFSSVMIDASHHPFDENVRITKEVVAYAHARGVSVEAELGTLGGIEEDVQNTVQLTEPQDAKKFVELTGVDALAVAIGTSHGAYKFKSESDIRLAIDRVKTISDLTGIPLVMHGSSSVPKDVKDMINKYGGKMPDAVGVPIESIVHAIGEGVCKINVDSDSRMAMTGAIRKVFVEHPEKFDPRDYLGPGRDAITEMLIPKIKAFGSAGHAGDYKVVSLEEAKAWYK
#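 40 nM FBPA preincubated 10 min at RT with compound (up to 57.5 uM final), then substrate plus GAPDH/TPI/NAD/arsenate coupling and diaphorase/resazurin added. Fluorescence read after 20 min at RT, 525/598 nm.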
# Starred values were filed as active, the others as inactive; ? = inconclusive; nt = not tested or not shown; [ ] = dose if it differs, or a comment. Unless noted, the call rests on the fitted dose curve; in most records, active means well fitted curve in the direction sought with a large enough effect; inconclusive means small, poorly fitted or top-dose-only effect, or another doubt; inactive means no such curve, though single readings can be large; an effect the other way counts as inactive or inconclusive.
# A first look (five entries):
no.	Compound	FBPA Giardia inh	Cycloheximide cs	Shiga inhibitor	Pf growth 96h	Sm TGR block	Pf growth 48h
1	CCc1ccccc1Nc1nn2c(=O)c3ccc(C(=O)NCc4cccs4)cc3nc2s1	nt	nt	nt	8.3µM*	-3%	9.3µM*
2	O=C(CCc1c[nH]c2ccccc12)N1CCN(c2ccc(O)cc2)CC1	?	2	13	?	2%	?
3	COc1cc(CNCCCN2CCOCC2)cc(Br)c1OCc1ccc(Cl)cc1	12%	-10	-24	?	6%	?
4	COc1ccc(CC(=O)NC(C)C2COc3ccccc3O2)cc1OC (stereo unspecified)	8%	1	-22	32%[activator]	1%[57.1 µM]	15%
5	CC1CCN(S(=O)(=O)c2ccc3c(c2)c(=O)c(C(=O)NCc2cccs2)cn3C)CC1	0%	-4	-17	-15%	-2%	11%

# The list itself (from the top)
no.	Compound	FBPA Giardia inh	Cycloheximide cs	Shiga inhibitor	Pf growth 96h	Sm TGR block	Pf growth 48h
1	CCc1ccccc1Nc1nn2c(=O)c3ccc(C(=O)NCc4cccs4)cc3nc2s1	nt	nt	nt	8.3µM*	-3%	9.3µM*
2	O=C(CCc1c[nH]c2ccccc12)N1CCN(c2ccc(O)cc2)CC1	?	2	13	?	2%	?
3	COc1cc(CNCCCN2CCOCC2)cc(Br)c1OCc1ccc(Cl)cc1	12%	-10	-24	?	6%	?
4	COc1ccc(CC(=O)NC(C)C2COc3ccccc3O2)cc1OC (stereo unspecified)	8%	1	-22	32%[activator]	1%[57.1 µM]	15%
5	CC1CCN(S(=O)(=O)c2ccc3c(c2)c(=O)c(C(=O)NCc2cccs2)cn3C)CC1	0%	-4	-17	-15%	-2%	11%
6	O=C(CSc1ccccc1C(=O)O)NC12CC3CC(CC(C3)C1)C2	6%	2	20	11%	-16%	6%
7	CCCNC(=O)Cc1c(C)oc2ccccc12	5%	1	-13	-3%	14%	40%[activator]
8	CCOC(=O)C1=C(C)NC2=C(C(=O)C(C(=O)OCC)C(c3ccc(OC)cc3)C2)C1c1ccccn1 (stereo unspecified)	1%	-2	-4	9%	4%	?
9	OC(COc1ccc2c(c1)OCO2)CN1CCCCC1 (stereo unspecified)	-4%	3	-2	3%	?	13%
10	CC1CCCCC1NC(=O)COC(=O)C12CC3CC(CC(Cl)(C3)C1)C2 (stereo unspecified)	-2%	-3	-3	9%	-7%	0%

# Further results:
no.	Compound	FBPA Giardia inh	Cycloheximide cs	Shiga inhibitor	Pf growth 96h	Sm TGR block	Pf growth 48h
11	O=S(=O)(c1ccc(Cl)s1)N1CCCCC1	3%	-2	1	14%	5%	4%
12	CC1(NC(=O)Cc2csc(-c3cccc(Cl)c3)n2)CCS(=O)(=O)C1 (stereo unspecified)	nt	nt	nt	-25%	6%	2%
13	CCN1CCN(C(c2cccs2)C(C)NC(=O)c2ccco2)CC1 (stereo unspecified)	1%	0	-6	4%	4%	-10%
14	CS(=O)(=O)NCCCNc1c(Cl)cccc1[N+](=O)[O-]	-1%	2	16	nt	-5%	8%
15	COc1cccc(NC(=O)CCCn2nc(C)c3c(C)n(-c4ccccc4)nc3c2=O)c1	nt	-3	1	?	0%	-10%
16	O=C(COC(=O)Cc1ccccc1F)Nc1cccc(S(=O)(=O)NC2=NCCCCC2)c1	0%	8	-17	23%	-5%	-10%
17	CCCCOc1ccc(/C=C/C(=O)Nc2ccc(C(N)=O)cc2)cc1	-3%	-5	11	59%[activator]	-11%	16%
18	Cc1ccccc1C(=O)Nc1cccc(NC(=O)c2ccc(-c3ccc(Br)cc3)o2)c1	6%	-1	20	?	38%[activator]	?
19	CC(C)OP(=O)(OC(C)C)C(Nc1cccc(C(=O)O)c1)c1ccccc1 (stereo unspecified)	14%	1	-4	3%	17%	-2%
20	S=C(NCc1cccnc1)Nc1ccc(Oc2ccc(Cl)cc2)cc1	4%	7	-13	-27%	-19%	6%

# Part of the list above, with values under each structure.
# Each structure is followed by: FBPA Giardia inh, Cycloheximide cs, Shiga inhibitor, Pf growth 96h, Sm TGR block, Pf growth 48h
13. CCN1CCN(C(c2cccs2)C(C)NC(=O)c2ccco2)CC1 (stereo unspecified)
 : 1%, 0, -6, 4%, 4%, -10%
14. CS(=O)(=O)NCCCNc1c(Cl)cccc1[N+](=O)[O-]
 : -1%, 2, 16, nt, -5%, 8%
15. COc1cccc(NC(=O)CCCn2nc(C)c3c(C)n(-c4ccccc4)nc3c2=O)c1
 : nt, -3, 1, ?, 0%, -10%
16. O=C(COC(=O)Cc1ccccc1F)Nc1cccc(S(=O)(=O)NC2=NCCCCC2)c1
 : 0%, 8, -17, 23%, -5%, -10%
17. CCCCOc1ccc(/C=C/C(=O)Nc2ccc(C(N)=O)cc2)cc1
 : -3%, -5, 11, 59%[activator], -11%, 16%

# Going on with the list.
no.	Compound	FBPA Giardia inh	Cycloheximide cs	Shiga inhibitor	Pf growth 96h	Sm TGR block	Pf growth 48h
21	O=C1/C(=C/c2ccco2)SC(=S)N1CCC(=O)N1CCCCC1CCO (stereo unspecified)	nt	11*	16	?	22µM*	?
22	Cc1csc(NC(=O)CSc2nnc(NC(=O)C3CC(=O)N(c4ccccc4)C3)s2)n1 (stereo unspecified)	-6%	3	12	-20%	1%	-13%
23	Cc1cc(C)nc(Nc2ncc(O)n2-c2ccccc2)n1	-21%	1	-17	?	-12%	41%[activator]
24	CCn1c(SCC(=O)N2CCCc3ccccc32)nnc1-c1ccoc1C	0%	-1	8	?	-2%	?
25	COC(=O)C1=CN(C2CC2)C=C(C(=O)OC)C1c1ccc(C(F)(F)F)cc1	0%	1	-6	?	9%	?
26	CCCc1cc(=O)[nH]c(N/N=C/C=C\c2ccccc2)n1	-1%	-2	-4	9%	nt	-9%
27	Cc1ccc(C(=O)n2cnc3ccccc32)cc1C	12%	6	21	44%[activator]	-12%	25%
28	COCCNC(=O)CSc1nc(N)c(NC(=O)c2ccccc2F)c(=O)[nH]1	-15%	-2	-14	34%[activator]	0%	11%
29	O=C(CCC1CCCCC1)NCc1cccs1	6%	26	34	nt	0%	55%[activator]
30	CCOC(=O)c1c(C)n(-c2ccccc2)c2ccc(O)c(CN(C)C)c12	-7%	-6	-25	-59%	-12%	?

# Later entries.
no.	Compound	FBPA Giardia inh	Cycloheximide cs	Shiga inhibitor	Pf growth 96h	Sm TGR block	Pf growth 48h
31	O=C(c1ccco1)N1N=C(c2cccs2)CC1c1cc([N+](=O)[O-])ccc1O (stereo unspecified)	nt	10	-2	?	-56%	5%
32	Cc1c(OCC(=O)C(C)(C)C)ccc2c(-c3ccccc3)cc(=O)oc12	-5%	6	50	?	14%	-2%
33	O=C(Cn1nnc(-c2ccc(CN3CCOCC3)cc2)n1)N1CCCc2ccccc21	8%	-6	-17	2.6µM*	-21%	?
34	Cc1ccc(NC(=S)N2CCC(c3ccc(C)cc3)C2)cc1 (stereo unspecified)	16µM*	46*	98*	2%	3%	51%[activator]
35	O=c1cc(N2CCN(Cc3ccccc3)CC2)[nH]c(=O)n1-c1cccc(C(F)(F)F)c1	-5%	-3	10	109%[activator]	?	-9%
36	CCc1ccc(NC(=O)CSc2nc(N)c(NC(=O)c3ccc(F)c(F)c3)c(=O)[nH]2)cc1	-21%	17*	25*	-6%	-21%	-29%
37	O=C(CCC(=O)N1CCN(c2ccc(F)cc2)CC1)c1ccccc1	-8%	33*	15	21%	-10%	10%
38	Cc1nonc1-c1csc(N)n1	1%	9	46	-7%	14%	5%
39	CN1CCN(c2ccc(-c3ccnn3C(=O)Nc3ccccc3)cc2)CC1	2%	41*	83	132%[activator]	nt	122%[activator]
40	Cc1cc(C)c(S(=O)(=O)N2CCCC(C(=O)NCc3ccccn3)C2)c(C)c1 (stereo unspecified)	12%	-6	-2	4%	-5%	1%

# (listing goes on)
no.	Compound	FBPA Giardia inh	Cycloheximide cs	Shiga inhibitor	Pf growth 96h	Sm TGR block	Pf growth 48h
41	CCN(c1ccc(OC)cc1)c1ncnc2nc[nH]c12	-4%	-4	-8	?	-9%	-10%
42	O=c1cc(-c2ccccc2)nc2nc(COc3ccccc3)[nH]n12	6%	1	1	0%	8%	7%
43	CCOc1ccc(NC(=O)c2nnn(CC(=O)Nc3ccccc3OC)c2N)cc1	1%	19*	31	?	-16%	45%[activator]
44	Cc1nn(-c2ccccc2C(=O)O)c(=O)c2ccccc12	7%	-2	-5	0%	1%	3%
45	COc1cc(NC(=O)CSc2nnc(-c3cc(C)on3)o2)cc(OC)c1	?	-6	-7	-33%	9%	-8%
46	COC(=O)c1c(-c2cccc(C)c2)csc1NC(=O)C1CCCO1 (stereo unspecified)	-5%	27*	15	4%	-13%	13µM*
47	O=C(O)c1ccc(C2CCCCC2)cn1	?	9	-10	-9%	3%	?
48	Cc1ccccc1CCNC(=O)Cn1ccc2cc(S(=O)(=O)N3CCCC3)ccc21	11%	2	-5	?	0%	?
49	O=C(Nc1ccc2oc(=O)ccc2c1)c1ccco1	7%	22*	31*	-3%	7%	58%[activator]
50	COC(=O)CSc1nc(-c2ccccc2)cc(-c2ccco2)c1C#N	-27%	41*	83*	?	32µM*	52%[activator]

# Two entries from above, set out differently:
# The line under a structure holds: FBPA Giardia inh	Cycloheximide cs	Shiga inhibitor	Pf growth 96h	Sm TGR block	Pf growth 48h
(41) CCN(c1ccc(OC)cc1)c1ncnc2nc[nH]c12
  -4%	-4	-8	?	-9%	-10%
(42) O=c1cc(-c2ccccc2)nc2nc(COc3ccccc3)[nH]n12
  6%	1	1	0%	8%	7%

# New compounds follow:
no.	Compound	FBPA Giardia inh	Cycloheximide cs	Shiga inhibitor	Pf growth 96h	Sm TGR block	Pf growth 48h
51	Cc1cc(C(=O)OCC(=O)c2ccc(Br)s2)no1	0%	2	-3	?	-27%	2%
52	O=C1/C(=C\c2ccccc2)SC(=S)N1CCC(=O)N1CCCCC1CCO (stereo unspecified)	5%	35*	39*	?	-12%	?
53	CC(=O)c1ccc(NC(=S)N2CCC(O)CC2)cc1	-7%	11	19	82%[activator]	1%	7%
54	CCOC(=O)c1cn2nc(N3CCCCC3)ccc2n1	3%	24	7	181%[activator]	2%	149%[activator]
55	O=S(=O)(c1ccccc1)N1CCN(c2ccnc3cc(Cl)ccc23)CC1	-3%	-3	-8	30%[activator]	nt	?
56	O=C(O)CNC(=O)c1ccc(Oc2c(F)c(F)c(Oc3ccc(C(=O)NCC(=O)O)cc3)c(F)c2F)cc1	8%	-3	-11	0%	-3%	14%
57	Cc1ccc(NC(=O)CN2CCC3(O)CCCCC3C2c2ccc3c(c2)OCO3)c(C)c1 (stereo unspecified)	-3%	-2	12	nt	-17%	10µM*
58	CN(C)C(CNC(=O)C1CC(=O)N(Cc2ccccc2)C1)c1ccccc1 (stereo unspecified)	nt	nt	nt	28%	-11%	-7%
59	O=C(c1ccc(Br)o1)N1CCN(c2ccc(F)cc2)CC1	-5%	-2	-8	nt	0%	-21%
60	Cc1ccc(CNC(=O)CNS(=O)(=O)c2ccc(Br)s2)cc1	6%	3	-14	-2%	6%	33%[activator]
61	Cc1cccc(NCc2cc(Cl)ccc2O)n1	3%	12	-2	-14%	-23%	6.6µM*
62	CCc1cc2c(C)cc(=O)oc2cc1OC(=O)C1CCCN1C(=O)OC(C)(C)C (stereo unspecified)	-26%	3	27	30%[activator]	4%	18%
63	NC1=NCC2c3ccccc3Cc3ccccc3N12 (stereo unspecified)	-3%	-9	-2	6.7µM*	nt	?
